# Screening results (PubChem BioAssay)
# CSM14.1 death rescue – protection against thapsigargin-triggered cell killing – 384-well, CSM14.1, ATP luminescence, primary screen (AID 1222); CSM14.1 thapsigargin-induced death rescue, ATP luminescence; higher % means a stronger effect; cellular ATP content (survival), % at 20 µM, or EC50 in µM where a hit was titrated; 190,000 tested, under 10 active;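 active = EC50 below 50 µM in the dose-response confirmation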;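 note: death triggered by thapsigargin at about 15 µM added after 2 h compound pretreatment; cell ATP read after overnight thapsigargin exposure of roughly 18 to 22 hours; normalized against plate controls of thapsigargin alone and 5% DMSO vehicle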
# P. falciparum M1AAP – P. falciparum M1AAP inhibitors, biochemical, fluorogenic H-Leu-NHMec substrate, 1536-well (AID 1445). recombinant M1AAP, H-Leu-NHMec fluorogenic kinetic assay; higher % means a stronger effect. one-dose inhibition, % at 30 µM; IC50 in µM for titrated hits. actives 0.42% (n = 220,000);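 active = primary inhibition above the hit cutoff, then over 50% inhibition at one or more dose response concentrations, cut at about 23% in these data, passing the limit was not always enough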;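 note: plate controls were DMSO full reaction for no effect and no enzyme background for full effect; strong numbers were not always called active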
# HEK293 NOD2/NF-kB – NOD2 signaling inhibitors, cell-based, luminescence, uHTS, HEK293 (AID 1566); HEK293 NOD2/NF-kB luciferase reporter, luminescence; higher % means a stronger effect; one-dose inhibition, % at 4 µM; EC50 in µM for titrated hits; actives 0.63% (n = 290,000); note: many of its hits are not listed in these tables
# LYP phosphatase – PTPN22 lymphoid phosphatase activity blockers – biochemical, fluorescence intensity, uHTS (AID 1779) | recombinant LYP phosphatase, fluorescence intensity; higher % means a stronger effect | actives 0.054% (n = 290,000) | one-dose inhibition, % at 11.5 µM; IC50 in µM for titrated hits;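 note: plate controls were vehicle with enzyme for no effect and no enzyme for full effect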
# XIAP antagonists – small molecules displacing peptide from XIAP – biochemical, IAP family, fluorescence polarization (AID 1018). XIAP BIR domain, fluorescence polarization peptide displacement; higher % means a stronger effect. one-dose displacement, % at 20 µM; IC50 in µM for titrated hits. actives 0.007% (n = 200,000); in the data active = displacement above about 50%; note: a part of the inactive calls stands beside numbers as strong as those of hits
# SIAH1 antagonists – Siah-1 peptide-binding antagonists, primary screen, biochemical, fluorescence polarization, rhodamine-plectin, uHTS (AID 1817); actives 0.02% (n = 290,000); Siah-1 / rhodamine-plectin peptide fluorescence polarization; higher % means a stronger effect; displacement, % at 20 µM, or IC50 in µM where a hit was titrated;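 active = displacement of at least 50% at 20 µM, with a fluorescence ratio check between 0.3 and a set limit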;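 note: plate controls were Siah plus tracer with DMSO for no effect and tracer alone without Siah for full effect; strong numbers were not always called active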
# AID2073 – disruptors of CaV2.2 binding to Mint1 – biochemical, HTRF (AID 2073); actives 0.19% (n = 290,000); HTRF protein-protein interaction, Mint1-CaV2.2; higher % means a stronger effect; inhibition, % at 20 µM, or IC50 in µM where a hit was titrated; in the data active = inhibition mostly above about 51%, no sharp cut-off; note: some results filed as inactive read as strong as hits
# P. falciparum M17LAP – P. falciparum M17LAP inhibitors, primary screen, biochemical, fluorogenic H-Leu-NHMec substrate, 1536-well (AID 1619); recombinant M17LAP, H-Leu-NHMec fluorogenic kinetic assay; higher % means a stronger effect; actives 0.38% (n = 220,000); one-dose inhibition, % at 30 µM; IC50 in µM for titrated hits;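 active = compound inhibiting the enzyme by more than half at any dose during confirmatory dose-response retesting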;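 note: plate controls were full reaction with DMSO carrier for no effect and no enzyme background for full effect; strong numbers were not always called active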
# Lipid droplet – modulators of hepatic lipid droplet formation. AML12 mouse hepatocytes, oleate lipid droplets, BODIPY imaging. inhibition, % at 6.5 µM. actives 0.4% (n = 240,000). AID 1656;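 active = lipid droplet intensity inhibited by at least 50%, with more than 500 cells counted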
#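 Assay system: AML12 hepatocytes (mouse) / Also added: 100 µM oleic acid challenge / Times: overnight treatment with compound plus oleate / Detection: high-content imaging of BODIPY-stained droplets and DAPI nuclei / Evaluation: % inhibition of lipid droplet signal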
# Lipid droplet cells 6.5 µM – also measured in Lipid droplet; calls as there; cell count; measured here: cell count, cytotoxicity flag;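 cells counted across two imaged fields per well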
# Starred values were filed as active, the others as inactive; nt = no result given. Cut-off read from the data, not from the text of the source, unless noted: active = inhibition above about 50%; inactive = the rest.
SMILES,CSM14.1 death rescue,P. falciparum M1AAP,HEK293 NOD2/NF-kB,LYP phosphatase,XIAP antagonists,SIAH1 antagonists,AID2073,P. falciparum M17LAP,Lipid droplet,Lipid droplet cells 6.5 µM
COc1ccc(CC(=O)N2CCN(c3cccc(C)c3C)CC2)cc1,nt,nt,-10%,-1%,nt,9%,-8%,nt,-2,795
COc1ccc(CN2C(=O)Cc3c2nc(N)c2c(N)nc(N4CCOCC4)c(C#N)c32)cc1,nt,5%,-4%,-6%,nt,4%,39%,0%,13,671
CC(C)(C)P(=O)(CO)c1ccccc1 (stereo not drawn),0.2%,-2%,5%,-4%,0.3%,1%,-4%,-1%,nt,nt
CCN(CC)CCCNC(=O)CSc1nc(-c2ccc(F)cc2)cc(C(F)(F)F)n1,1.2%,12%,-10%,-4%,-5.2%,6%,45%,0%,-10,672
CNS(=O)(=O)c1cccc(C(=O)OCc2cc(=O)oc3c(C)c(O)ccc23)c1,nt,nt,27%,2%,nt,-4%,27%,nt,2,781
CCOc1ccccc1C(=O)N1CCN=C1SCc1cccnc1,1.1%,-5%,3%,3%,-2.9%,3%,-2%,1%,nt,nt
CCS(=O)(=O)N1Cc2ccccc2CC1C(=O)NCCc1ccccc1 (stereo not drawn),nt,nt,-2%,-8%,nt,4%,17%,nt,-7,791
O=C(CN1CCN(c2ccc(F)cc2)CC1)c1ccc2c(c1)OCO2,-0.4%,6%,8%,-3%,-3.4%,-1%,-5%,49%,nt,nt
Cc1cccc(C)c1NC(=O)C(c1cccs1)N(Cc1ccco1)C(=O)Cn1nnc2ccccc21 (stereo not drawn),nt,1%,-6%,3%,1.5%,7%,1%,6%,-3,637
N#Cc1cc2c(nc1SCC(=O)Nc1sc3c(c1C#N)CCC3)CCCCCC2,4.1%,4%,16%,2%,-0.1%,2%,1%,-2%,5,738
CC(C)(C)c1ccc(C(=O)NCCNC(=O)c2ccco2)cc1,nt,nt,1%,-9%,nt,10%,-11%,nt,-15,732
Cc1c(Cl)c(C(F)(F)F)nn1CC(=O)NN,-0.4%,2%,22%,-3%,-2.6%,4%,21%,8%,6,608

# Complete entries, quoted from the list.
# Cc1cccc(C)c1NC(=O)C(c1cccs1)N(Cc1ccco1)C(=O)Cn1nnc2ccccc21 (stereo not drawn) in the list: CSM14.1 death rescue = nt; P. falciparum M1AAP = 1%; HEK293 NOD2/NF-kB = -6%; LYP phosphatase = 3%; XIAP antagonists = 1.5%; SIAH1 antagonists = 7%; AID2073 = 1%; P. falciparum M17LAP = 6%; Lipid droplet = -3; Lipid droplet cells 6.5 µM = 637
# CCN(CC)CCCNC(=O)CSc1nc(-c2ccc(F)cc2)cc(C(F)(F)F)n1 in the list: CSM14.1 death rescue = 1.2%; P. falciparum M1AAP = 12%; HEK293 NOD2/NF-kB = -10%; LYP phosphatase = -4%; XIAP antagonists = -5.2%; SIAH1 antagonists = 6%; AID2073 = 45%; P. falciparum M17LAP = 0%; Lipid droplet = -10; Lipid droplet cells 6.5 µM = 672

# Continued:
SMILES,CSM14.1 death rescue,P. falciparum M1AAP,HEK293 NOD2/NF-kB,LYP phosphatase,XIAP antagonists,SIAH1 antagonists,AID2073,P. falciparum M17LAP,Lipid droplet,Lipid droplet cells 6.5 µM
COC(=O)C1CCN(c2ccc([N+](=O)[O-])cc2[N+](=O)[O-])CC1,0.6%,0%,-2%,2%,-2.1%,4%,3%,7%,4,678
CN1C(=O)C2C=CC1C1C(=O)N(c3ccccc3)C(=O)C21 (stereo not drawn),-1.8%,0%,0%,-12%,-8.4%,-2%,0%,-3%,nt,nt
O=C(CCC(=O)N1CCOc2ccccc21)NCCN1CCOCC1,nt,nt,2%,-2%,nt,3%,17%,nt,0,708
Cc1ccc(C(=O)CSc2nnc3c4ccccc4nc(Cc4ccccc4)n23)cc1,-8.8%,-2%,-1%,-4%,-11%,7%,1%,-22%,-10,624
Cc1nc2c(C(=O)NCc3ccc(F)cc3)c[nH]n2c(=O)c1Cl,-0.4%,-5%,-91%,-2%,-3.2%,0%,9%,-100%,nt,nt
O=C(Cc1ccccc1)N/N=C/c1cccnc1,nt,nt,13%,-5%,nt,1%,10%,nt,nt,nt
COC(=O)c1cc(NC(=O)c2c(Cl)cnn2C)cc(C(=O)OC)c1,-0.5%,5%,13%,-1%,-2.5%,-2%,19%,7%,-4,597
COc1cc(/C=N/NC(=O)CSc2ccccn2)ccc1OC(C)C,nt,0%,-40%,-5%,nt,1%,-16%,-1%,-12,672
O=C(Cn1cccc1C(=O)c1ccccc1)NCc1ccco1,1.2%,5%,11%,-2%,-1.5%,0%,7%,3%,nt,nt
Cc1ccc(C(=O)ON=C2CCN(S(=O)(=O)c3ccccc3)CC2)cc1,-2.1%,3%,7%,-2%,-2.7%,1%,-5%,-3%,nt,nt
O=C(CSc1nncc(=O)[nH]1)NC1CCCCC1,nt,nt,5%,-7%,nt,0%,0%,nt,13,751
Cc1cccc(NC(=O)CN(C)S(=O)(=O)c2cccs2)c1,2.2%,12%,9%,-10%,-20%,14%,0%,-9%,-9,768
O=C(CN1CCC(NC(=O)Nc2ccccc2)CC1)Nc1cccc([N+](=O)[O-])c1,nt,nt,-18%,-4%,nt,3%,1%,nt,1,759
COc1cc(/C=C2\SC(=S)N(CCC(=O)NC3CCCC3)C2=O)cc(OC)c1OC,nt,nt,-1%,-9%,nt,3%,-2%,nt,-19,781
Cc1ccc(S(=O)(=O)NC(=O)Nc2nc(-c3ccc(F)c(F)c3)cs2)cc1,nt,3%,-14%,-7%,nt,16%,-2%,4%,4,675
O=C1C(Cl)=C(N2CCCCCC2)C(=O)N1c1ccc(Br)cc1,nt,nt,-4%,2%,nt,0%,4%,nt,6,796
CN1CCN(c2cnn(-c3ccccc3)c(=O)c2Br)CC1,0.8%,2%,-1%,-9%,-7.5%,12%,-3%,2%,23,700
Cc1ccc(CN2CCNC(=O)C2CC(=O)NCC(F)(F)F)o1 (stereo not drawn),-0.8%,6%,-22%,12%,-7.9%,-1%,4%,-20%,12,717
OCC12COC(c3ccccc3)N1C(c1ccccc1)OC2 (stereo not drawn),1.1%,7%,10%,-8%,-3.7%,4%,-3%,4%,nt,nt
O=C(NCc1ccccc1F)C1CCN(S(=O)(=O)c2ccccc2)CC1,nt,nt,-24%,-8%,nt,1%,11%,nt,16,835
O=C(CN(C(=O)CNS(=O)(=O)c1ccccc1)C1CCCC1)NCC1CCCO1 (stereo not drawn),-2.1%,3%,-2%,-13%,-2.3%,0%,-4%,8%,-1,736
NC(=O)C1CCN(c2ncc(C(F)(F)F)cc2Cl)CC1,1.2%,8%,28%,0%,-2.8%,5%,-5%,-1%,32,738
Cc1cc(Cl)ccc1-n1c(-c2cccnc2)n[nH]c1=S,nt,-6%,10%,-5%,nt,-2%,-19%,12%,4,677
CCN(CC)CCn1c2ccc(Cl)cc2c2nc(C)sc21,-3.0%,1%,-9%,-2%,-7.2%,5%,-5%,-9%,-9,780
O=S(=O)(Nc1nc2ccccc2[nH]1)c1ccccc1,-1.4%,2%,nt,-6%,-7.2%,-5%,18%,-8%,nt,nt
COc1ccc(S(=O)(=O)CCC(=O)Nc2c(C)n(C)n(-c3ccccc3)c2=O)cc1,-2.4%,6%,9%,2%,3.4%,-5%,-4%,3%,5,773
CC(C)OCCCNC(=O)C(Cc1ccccc1)NS(=O)(=O)c1ccc2c(c1)CCC(=O)N2 (stereo not drawn),nt,nt,3%,-11%,nt,-1%,10%,nt,-3,693
Cc1c(C(=O)N2CCOCC2)sc(NC(=O)c2ccc3c(c2)OCO3)c1C#N,-0.1%,14%,22%,1%,0.8%,0%,-1%,35%,4,757
COc1ccccc1CNC(=O)c1ccc2c(c1)OCO2,nt,nt,0%,-5%,nt,-2%,-4%,nt,-14,792
CCC1=NC(c2ccc(OC)cc2)N(O)C1(C)C (stereo not drawn),-0.9%,-1%,13%,-7%,0.0%,1%,-2%,3%,-12,692
CCOC(=O)/C(N=Nc1ccc(F)cc1)=C(/O)c1ccc([N+](=O)[O-])cc1,-0.4%,4%,-2%,-5%,-1.0%,2%,1%,-13%,17,808
CCOC(=O)c1cccc(NC(=O)CCNS(=O)(=O)c2cc(Br)cnc2N)c1,nt,nt,3%,-6%,nt,1%,-6%,nt,0,737
O=C(Oc1ccc(OC(=O)N2CCCCC2)cc1)c1ccccc1,-0.1%,-1%,-3%,-5%,-0.8%,1%,11%,8%,-6,699
O=C(O)C1CCCCC1C(=O)NCCCn1ccnc1 (stereo not drawn),5.1%,3%,-16%,-2%,-6.8%,-3%,4%,2%,1,837
CC(=O)/C(C#N)=C1\NC(=O)C(Cc2ccccc2C)S1 (stereo not drawn),nt,6%,3%,-8%,nt,-1%,-24%,23%,13,732
Clc1ccc(OCCNCCc2ccccc2)cc1,nt,nt,-29%,-7%,nt,3%,0%,nt,0,782
CSCC[C@H](NC(=O)N1CCn2c1nc1ccccc12)C(=O)N1CCCCC1,nt,nt,5%,-8%,nt,4%,1%,nt,-33,796
CSc1ccccc1OCc1cc(C(=O)NCc2cccc(C)n2)no1,nt,nt,-66%,0%,nt,0%,5%,nt,-16,688
CCC(=O)Nc1ccc(C(=O)NNC(=O)c2cc([N+](=O)[O-])cc([N+](=O)[O-])c2)cc1,1.1%,7%,9%,-4%,-2.0%,16%,-6%,34%,-6,685
COc1ccc(-c2cc(C(F)(F)F)nc(SCC(=O)N3CC(C)OC(C)C3)n2)cc1OC (stereo not drawn),1.9%,10%,11%,-5%,-2.6%,8%,-12%,-6%,-4,709
Cc1cccc(/C=N/NC(=O)c2c(-c3ccccc3)noc2C)c1O,nt,nt,10%,-4%,nt,8%,5%,nt,-21,679
CCCC(=O)Nc1nnc(-c2cccc(OCC)c2)s1,1.0%,-4%,-10%,-5%,0.8%,8%,-5%,-11%,nt,nt
CN(C)Cc1cc(C(C)(C)C)c(O)c(C(C)(C)C)c1,-0.3%,-2%,5%,-4%,-5.4%,-2%,-2%,54%,nt,nt
O=C(CCCn1c(=O)c2sccc2n(CC(=O)OCc2ccccc2)c1=O)NCc1ccco1,0.2%,0%,11%,3%,-0.1%,2%,-3%,-2%,nt,nt
COc1ccc(-c2ccn(-c3cccc(F)n3)n2)cc1,2.0%,8%,-30%,-3%,-6.8%,-3%,42%,11%,3,698
Cc1ccc(Cl)cc1NC(=O)CCNC(=O)N1CC(=O)Nc2ccccc21,nt,nt,7%,-9%,nt,4%,5%,nt,4,758
CCN(CC)C(=O)COc1ccc2c(-c3ccc(OC)cc3)cc(=O)oc2c1,nt,nt,16%,4%,nt,-3%,28%,nt,-18,788
N#CC1=C(N)N(c2ccccc2)C2=C(C(=O)CCC2)C1c1cccs1 (stereo not drawn),-0.6%,13%,-3%,1%,-4.3%,-4%,22%,-1%,-8,691
N#C/C(=C\c1ccccc1)C(=O)N1CCC(C(N)=O)CC1,nt,nt,-27%,-6%,nt,8%,6%,nt,21,808
CC(=O)NC(C(=O)OCC(=O)N(c1ccccc1)c1ccccc1)C(C)C (stereo not drawn),nt,0%,8%,-6%,nt,-13%,-2%,1%,-16,688

# This is a subset (hit frequency here may not be typical).
